Screens: PubChem BioAssay, several laboratories
Arr AP2 block: blocks beta-arrestin peptide binding to AP2 adaptin; inhibition, % at 10 µM; FITC-arrestin peptide / GST-AP2 beads, flow cytometry; AP2 beta2 appendage carries R879A mutation; AID 504490; 340,000 tested, 0.31% active;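 active = inhibition above a set limit, near 3 SD of compounds lacking own fluorescence, cut at about 54% in these data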;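 note: plate controls were DMSO wells for no effect and 5 µM unlabelled arrestin peptide for full effect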
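system = GST-tagged AP2 beta2-adaptin appendage (R879A) on 4 µm glutathione beads | reagent = FITC-labelled arrestin peptide probe, 50 nM final | schedule = compound with beads 12 min RT, then probe 1 h RT | signal = HyperCyt-sampled flow cytometry, FL1 channel, ex 488/em 535 nm | read-out = percent response from loss of bead-bound FITC fluorescence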
SR-BI DiI-HDL act: activators of SR-BI mediated HDL lipid uptake; 320,000 tested, 0.096% active; CHO ldlA[mSR-BI] cells, DiI-HDL uptake fluorescence, 3 h; 100 = double the neutral-control signal; activation, % at 12.5 µM;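 active = mean replicate activation of at least 60% and every replicate at or above 60%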;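 note: 0% = median plate neutral-control signal and 100% = twice that signal; values of inactives mirror those of a sister screen read the other way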
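Test system: SR-BI-overexpressing, LDLR-lacking CHO cells; Medium: Ham's F12 with 0.5% BSA, HEPES 25 mM, pH 7.4; Schedule: 3 h, 37 °C; Technique: bottom-read fluorescence, 550/595 nm.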
SR-BI HDL uptake: blocks mouse SR-BI lipid uptake from DiI-HDL; Q61009; 320,000 tested, 0.96% active; ldlA[mSR-BI] CHO cells, DiI-HDL uptake fluorescence, 3 h; AID 488896; inhibition, % at 12.5 µM;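 active = mean replicate inhibition of at least 70% and a set share of replicates each scoring 70 or more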;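 note: 0% = median of neutral control wells and 100% = median of positive control wells; values of inactives mirror those of a sister screen read the other way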
Target sequence (Q61009 whole entry, looked up): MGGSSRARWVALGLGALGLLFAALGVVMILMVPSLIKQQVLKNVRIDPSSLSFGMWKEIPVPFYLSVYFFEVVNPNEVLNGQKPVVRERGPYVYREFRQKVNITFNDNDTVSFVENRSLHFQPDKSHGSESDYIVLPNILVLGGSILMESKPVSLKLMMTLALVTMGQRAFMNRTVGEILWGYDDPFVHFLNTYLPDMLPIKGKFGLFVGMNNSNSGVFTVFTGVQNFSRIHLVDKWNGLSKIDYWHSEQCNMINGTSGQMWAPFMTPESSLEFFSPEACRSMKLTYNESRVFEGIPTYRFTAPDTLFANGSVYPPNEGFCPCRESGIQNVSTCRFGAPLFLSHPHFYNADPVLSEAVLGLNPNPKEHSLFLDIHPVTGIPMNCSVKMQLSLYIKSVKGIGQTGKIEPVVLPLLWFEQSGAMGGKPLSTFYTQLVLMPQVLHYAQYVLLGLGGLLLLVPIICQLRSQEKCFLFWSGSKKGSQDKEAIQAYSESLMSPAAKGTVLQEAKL
NSD2 inh: blocks human histone methyltransferase NSD2; O96028; NSD2 peptide methylation, AlphaScreen, 120 min; inhibition, % at 12.5 µM; 310,000 tested, 0.54% active; in the data active = inhibition above about 50%
RTF Ca sens inh: cardiac RTF calcium desensitization; IANBD-labeled cardiac RTF, Ca2+ fluorescence; 340,000 tested, 0.12% active; P19429+P45379; AID 493244; inhibition, % at 7.15 µM;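 active = inhibition above the mean inhibition of all tested compounds plus 3 SD, cut at about 17% in these data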;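 note: assay run at fixed EC70 calcium of 1.6 mM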
Keap1-Nrf2 PPI: inhibitors of human Keap1-Nrf2 protein-protein interaction; Q14145; Keap1 Kelch-Nrf2 peptide fluorescence polarization, 1536-well; inhibition, % at 9.4 µM; 340,000 tested, 0.15% active; AID 504523; in the data active = inhibition above about 12%;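 note: human Keap1 Kelch domain with fluorescein labeled Nrf2 9mer peptide probe; 0% = neutral control wells and 100% = peptide positive control; higher means more block of Keap1 binding to Nrf2 peptide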
PKA-R2B activ: activates the human PKA-R2B holoenzyme complex. P22694+P31323. PKA-R2B holoenzyme dissociation, Cy5-IP20 fluorescence polarization; R2B truncated from residue 108, S112A mutant; 0% DMSO only, 100% 113 µM cGMP. activation, % at 11.4 µM. 340,000 tested, 0.079% active. AID 504700;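 active = activation above a cutoff set at the mean over all compounds plus 3 SD, cut at about 18% in these data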;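 note: higher means more holoenzyme dissociation and a rise in polarization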
Target sequence (P31323 whole entry, looked up, other chains not shown, the tested form may be a part): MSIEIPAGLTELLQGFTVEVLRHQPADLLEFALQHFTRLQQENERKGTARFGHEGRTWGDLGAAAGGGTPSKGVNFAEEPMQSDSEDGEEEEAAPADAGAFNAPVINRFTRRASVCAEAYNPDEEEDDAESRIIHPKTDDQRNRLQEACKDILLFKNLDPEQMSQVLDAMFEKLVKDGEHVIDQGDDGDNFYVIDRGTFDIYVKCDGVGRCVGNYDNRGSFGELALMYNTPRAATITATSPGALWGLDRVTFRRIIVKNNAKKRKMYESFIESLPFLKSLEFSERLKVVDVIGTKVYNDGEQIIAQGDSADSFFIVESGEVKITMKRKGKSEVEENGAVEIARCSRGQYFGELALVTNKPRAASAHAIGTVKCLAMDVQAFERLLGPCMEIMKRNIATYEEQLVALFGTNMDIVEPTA
PvdQ inh: blocks Pseudomonas aeruginosa PvdQ acylase activity; AID 488965; purified PvdQ acylase, fluorescence plate reader; 340,000 tested, 0.063% active; inhibition, % at 10 µM; in the data active = inhibition above about 30%, passing the limit was not always enough;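 note: 0% = vehicle neutral wells and 100% = reference inhibitor wells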
DAGLB inhibitor: diacylglycerol lipase beta (human) inhibition; Q8NCG7; HEK293T DAGLB membrane lysate, EnzChek fluorogenic substrate; inhibition, % at 5.17 µM; 340,000 tested, 0.059% active; AID 504411; in the data active = inhibition above about 34%;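 note: 0% = enzyme with vehicle and 100% = wells lacking enzyme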
LANA DNA inh: inhibitors of KSHV LANA C-terminal domain DNA binding | MBP-C-LANA/FAM-LBS DNA binding, fluorescence polarization | inhibition, % at 9 µM | 340,000 tested, 0.078% active | AID 504423;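 active = highest replicate inhibition at or above 60% at 9 µM, even if other replicates fall short; inactive = all replicates below 60% inhibition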;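 note: 0% = neutral control wells and 100% = 4 µM acridine orange control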
An asterisk follows results filed as active; · = no result given.

mol	Arr AP2 block	SR-BI DiI-HDL act	SR-BI HDL uptake	NSD2 inh	RTF Ca sens inh	Keap1-Nrf2 PPI	PKA-R2B activ	PvdQ inh	DAGLB inhibitor	LANA DNA inh
Cc1ccc(C(=O)CN2C(=O)NC3(CCc4ccccc43)C2=O)c(C)c1 (configuration not stated)	-1	-24	24	6	-1	1	-6	-10	2	1.6
CNC(=S)N/N=C(\C)c1ccc(-n2ccnc2)cc1	-5	-4	4	1	2	-3	-5	4	0	0.6
COc1ccc(-n2c(=O)c3ccccc3n(CC(=O)Nc3ccccc3OC)c2=O)cc1	1	·	·	-1	-10	-4	-7	-13	-2	-0.3
CCCNS(=O)(=O)c1cc2c3c(c1)C(C)C(=O)N3CCC2 (configuration not stated)	-2	1	-1	-7	6	6	-6	-2	-1	0.5
Cc1ccc(S(=O)(=O)c2nc(-c3ccccc3)oc2NCCCN2CCOCC2)cc1	4	14	-14	3	9	0	-6	5	0	0.8
CCn1ccnc1[C@@H]1C[C@H]2CN(Cc3cccc(Cl)c3)C(=O)[C@]23CCCN13	-1	13	-13	-4	-3	-4	5	-16	0	-0.1
COC(=O)C1=C(C)N(c2cccc(Cl)c2)C(=O)C1	22	18	-18	0	4	1	-11	2	-3	-1.0
C=CCOc1c(Br)cc(CNn2c(C)n[nH]c2=S)cc1OC	37	21	-21	7	-5	3	0	-1	-1	-1.2
O=C(COc1cccc2ccccc12)Nc1cc(Cl)ccc1C(=O)O	-1	22	-22	2	0	-3	-4	-17	18	-0.1
COC(=O)c1c(C(=O)OC)c(-c2cccc(C)c2)n2c1CS(=O)(=O)C2	-3	-30	30	-3	0	-7	4	-11	0	-0.3
Cc1cc(C(=O)NCCCN2CCN(C3CCCCC3)CC2)n(-c2ccccc2)n1	19	1	-1	·	-7	2	-18	-2	0	-1.2
CC1=C(C(=O)OCCc2ccccc2)C(c2ccsc2)NC(=O)N1C (configuration not stated)	4	5	-5	-1	-10	0	3	-10	-2	-0.2
NC(=O)c1cccnc1OCC(F)(F)F	17	11	-11	0	-13	4	-5	5	-5	-0.8
O=S1(=O)CCN(c2ccccc2CC(c2c[nH]c3ccccc23)c2c[nH]c3ccccc23)CC1	-11	-2	2	-1	-3	-5	-4	-19	1	1.4
CN(C)CCNc1nc(-c2ccccc2)c2c(c1C#N)CC(C)(C)OC2	8	2	-2	-4	-5	-1	3	-2	2	-0.6
Cn1c(SCc2cccc3ccccc23)nnc1-c1ccco1	-37	-34	34	6	-5	-3	-2	-10	-1	0.5
Cc1cccc(OCc2nc(-c3ccccn3)n[nH]2)c1	2	9	-9	-2	-2	-1	-8	-18	0	-1.5
COc1cc(S(=O)(=O)Nc2ccc(C)cc2)ccc1N=Cc1c(C)c(C#N)c(=O)n(C)c1O	-1	-65	65	·	·	-56	·	-8	·	34
Cc1cc(C)n2cc(CSc3nnnn3-c3ccccc3C)nc2n1	-1	20	-20	1	-6	-2	0	-10	0	-0.5
Cc1c(C)c2ccc(OCC(=O)N(C)C3CCS(=O)(=O)C3)c(C)c2oc1=O (configuration not stated)	5	-16	16	-5	3	-4	5	10	-2	-2.0
CCOc1ccc(OCC)c(NC(=O)CCS(=O)(=O)c2ccc(Br)s2)c1	1	·	22	·	7	-2	3	6	-2	1.8
O=C(NCC1CCCO1)C1CC(=O)N(c2ccccc2)C1 (configuration not stated)	6	·	·	0	-13	1	0	6	-1	0.3
NC(=O)C1(N2CCCCC2)CCN(C(=S)Nc2cc(F)cc(F)c2)CC1	-8	20	-20	-2	3	3	5	-4	0	0.7
O=C(Nc1cccc(S(=O)(=O)NC2=NCCC2)c1)c1cc(Cl)ccc1[N+](=O)[O-]	-11	18	-18	-1	-1	-2	-2	-10	2	1.9
O=C(NCc1ccco1)/C(=C\c1ccccc1)NC(=O)c1ccccc1	-7	·	·	7	-3	-5	-13	-12	0	0.7
O=C(OCCN1C(=O)c2ccccc2C1=O)[C@@H]1CC(O)CN1S(=O)(=O)c1ccccc1[N+](=O)[O-] (some centres not stated)	-10	-6	6	4	2	4	5	-8	-1	0.0
CC(NC(=O)COC(=O)c1ccc2ccccc2n1)C1CC2CCC1C2 (configuration not stated)	5	19	-19	-6	-1	-4	-4	-7	-1	-3.3
CCOC(=O)CSc1nc(N2CCOCC2)c2c(c1C#N)CC(C(C)C)OC2 (configuration not stated)	5	-8	9	27	-10	0	-5	-6	-7	-0.8
O=C(Nc1cnn(Cc2ccc(Cl)c(Cl)c2)c1)c1nc2ncccn2n1	-3	16	-16	0	1	-4	5	-13	3	0.5
c1cncc(-c2nc(-c3ccc4c(c3)OCCO4)cs2)c1	13	-24	24	-3	5	1	-4	0	-15	-2.2
O=C1C2C3C=CC(CC3)C2C(=O)N1/N=C/c1c[nH]c2ccccc12 (configuration not stated)	-14	33	-33	-2	-2	-3	1	2	0	-0.1
C[C@@H](NC(=O)Cn1cnc2c(NCc3ccccc3)ncnc21)c1cccc2ccccc12	-9	-5	5	·	0	-8	-5	-4	-2	-1.0
Fc1ccc(C2CC(c3ccccc3)Nc3ncnn32)cc1 (configuration not stated)	8	13	-13	·	0	-4	2	15	0	2.6
Cc1ccnc(SCCn2c(N3CCC(C)CC3)nc3c2c(=O)[nH]c(=O)n3C)n1	-13	29	-29	·	-4	-4	2	-17	-4	-1.4
COC(=O)C1Sc2[nH]c(=O)sc2C2c3ccccc3OC(=O)C12 (configuration not stated)	3	47	-47	2	3	1	-1	17	-1	3.0
Cn1c2ccccc2c2cnn(CC(=O)NCCCN3CCN(c4ccccc4F)CC3)c(=O)c21	46	3	-3	7	3	4	-5	2	-1	-1.7
CC1Cn2c(nc3sc4c(c3c2=O)CCC4)N1CCO (configuration not stated)	-1	-15	15	1	-10	3	-3	-2	1	0.1
CCCCN(C(C)=O)C1CC(=O)N(c2ccc(OCCC)cc2)C1=O (configuration not stated)	-9	7	-7	21	-1	0	-4	-19	0	2.4
Cn1c(-c2ccc(F)cc2)cnc1NCc1ccccc1	28	13	-13	5	-4	0	3	-2	-3	0.6
Cc1ncc([N+](=O)[O-])n1CC(=O)Nc1ccc(F)cc1	-19	10	-10	3	-7	7	4	-12	3	2.5
CCN(CC)CCCCCC(=O)Nc1ccccc1C(=O)Nc1ccccc1	8	-2	2	31	-8	-1	-7	-9	-2	0.6
COc1cccc(NC(=O)CSc2nc3c(sc4ccccc43)c(=O)n2CCN(C)C)c1	1	20	-20	1	-8	-8	-5	-3	-3	0.3
CCOC(=O)c1sc(NS(=O)(=O)c2ccc(F)cc2)nc1C	-21	2	-2	·	-11	4	1	-7	3	0.7
COc1cccc(OC)c1C(=O)Nc1cccc(-c2ccc3nncn3n2)c1	-14	-3	3	·	-6	-1	4	-9	0	0.7
CCOC(=O)N1CCN(S(=O)(=O)c2ccc(F)c(C(=O)Nc3cc(C)cc(C)c3)c2)CC1	19	-24	24	0	-4	1	-3	0	1	-0.1
COc1ccc(N2C(=O)C3CCCN3C2c2cccc(C)c2)cc1 (configuration not stated)	2	4	-4	·	-8	-1	-2	-12	-1	-0.6
CC(C)CNS(=O)(=O)c1ccc(CCC(=O)Nc2cc(Cl)ccc2Oc2ccccc2)cc1	-7	-14	14	2	-6	-2	-5	-19	-12	-1.9
COc1ccc(/C=C/C(=O)O)cc1S(=O)(=O)NCc1ccco1	11	·	·	·	1	-2	-13	11	1	0.4
COC(=O)C1=C(C)N(Cc2ccccc2)C(=O)N[C@H]1c1cccc(F)c1	37	3	-3	·	-6	0	-18	5	-1	1.6
O=C(CN1C(=O)c2cccc3cccc1c23)NCc1cccnc1	2	17	-17	28	-1	-1	5	-18	0	0.0
O=C(O)c1cccc(NS(=O)(=O)c2cccc3nsnc23)c1	-4	7	-7	1	-13	-4	4	-25	0	-0.5
O=C(c1cccc(S(=O)(=O)N2CCN(c3ccccc3)CC2)c1)N1CCCC(C(F)(F)F)C1 (configuration not stated)	-9	-10	10	-1	-6	0	-4	-14	0	0.2
COc1ccc(C(=O)N/N=C(\C)CC(=O)Nc2ccccn2)cc1OC	3	·	·	0	-1	-5	8	-15	-1	-1.3
CC(=O)/C(=N\Nc1ccccc1Cl)Sc1cccc2cccnc12	0	-6	6	-2	5	4	-5	6	-2	2.2
O=C1Nc2ccccc2/C1=C/C(=O)c1cccs1	-3	14	-14	2	0	-10	-8	-7	1	0.3
Cc1cc(C)c2cc(CN(Cc3nnnn3C3CCCCC3)CC3CCCO3)c(=O)[nH]c2c1 (configuration not stated)	1	28	-28	3	-6	-3	7	-7	8	5.6
COc1cc(NC(=S)N2CCCCC2C)cc(OC)c1OC (configuration not stated)	-6	-21	21	10	5	0	-1	-4	-1	-0.7
O=C(CSc1nnc(-c2ccccc2Br)o1)N1CCc2ccccc2C1	5	-6	6	·	-18	-1	3	-6	-2	-0.4
CN(C(=O)CSc1nc2c(c(=O)[nH]1)CCCC2)C1CCCCC1	-2	-8	8	-1	7	-2	1	-18	1	0.5
Cc1nn(Cc2ccccc2Cl)c2sc(C(=O)NCc3ccc4c(c3)OCO4)cc12	-4	-33	33	2	-4	0	-5	-4	-5	-2.0

Quoted at random: 2 entries already listed.
mol	Arr AP2 block	SR-BI DiI-HDL act	SR-BI HDL uptake	NSD2 inh	RTF Ca sens inh	Keap1-Nrf2 PPI	PKA-R2B activ	PvdQ inh	DAGLB inhibitor	LANA DNA inh
CCN(CC)CCCCCC(=O)Nc1ccccc1C(=O)Nc1ccccc1	8	-2	2	31	-8	-1	-7	-9	-2	0.6
O=C(c1cccc(S(=O)(=O)N2CCN(c3ccccc3)CC2)c1)N1CCCC(C(F)(F)F)C1 (configuration not stated)	-9	-10	10	-1	-6	0	-4	-14	0	0.2

Continuation:
mol	Arr AP2 block	SR-BI DiI-HDL act	SR-BI HDL uptake	NSD2 inh	RTF Ca sens inh	Keap1-Nrf2 PPI	PKA-R2B activ	PvdQ inh	DAGLB inhibitor	LANA DNA inh
COc1ccc(C(=O)NCC(c2ccco2)N2CCc3ccccc3C2)cc1 (configuration not stated)	7	-24	24	2	-3	-1	-6	-3	-3	0.8
CC(=O)N1CCN(C(=O)c2ccc3oc(CCCc4ccccc4)nc3c2)CC1	-7	6	-6	-7	2	-6	-8	-5	2	-0.2
COc1ccc(COn2c(=O)c(C)[n+]([O-])c3ccccc32)cc1OC	-8	-31	31	-1	1	-3	7	-15	-1	-0.7
Cc1cccc(NC(=O)CSc2nnc(-c3ccccc3)n2N)c1	-3	18	-18	0	-10	-2	4	-14	-1	0.3
CC(=O)Nc1ccc(S(=O)(=O)NCC2(N3CCOCC3)CCCCC2)cc1	10	12	-12	1	-13	2	-2	5	1	-1.8
